Screening results from PubChem BioAssay.
KCNQ1 block: blocks the human KCNQ1 potassium channel. P51787. CHO-K1 KCNQ1, FluxOR thallium flux fluorescence; stronger effect = higher value. B-score at 10 µM. 310,000 tested, 1.3% active. AID 2642;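 active = compounds whose thallium flux B-score, printed positive for inhibition, exceeds three library SD while starting fluorescence stays within three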;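 note: channel opened by potassium depolarization with thallium stimulus after 20 min compound exposure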
Target sequence (P51787 whole entry, looked up): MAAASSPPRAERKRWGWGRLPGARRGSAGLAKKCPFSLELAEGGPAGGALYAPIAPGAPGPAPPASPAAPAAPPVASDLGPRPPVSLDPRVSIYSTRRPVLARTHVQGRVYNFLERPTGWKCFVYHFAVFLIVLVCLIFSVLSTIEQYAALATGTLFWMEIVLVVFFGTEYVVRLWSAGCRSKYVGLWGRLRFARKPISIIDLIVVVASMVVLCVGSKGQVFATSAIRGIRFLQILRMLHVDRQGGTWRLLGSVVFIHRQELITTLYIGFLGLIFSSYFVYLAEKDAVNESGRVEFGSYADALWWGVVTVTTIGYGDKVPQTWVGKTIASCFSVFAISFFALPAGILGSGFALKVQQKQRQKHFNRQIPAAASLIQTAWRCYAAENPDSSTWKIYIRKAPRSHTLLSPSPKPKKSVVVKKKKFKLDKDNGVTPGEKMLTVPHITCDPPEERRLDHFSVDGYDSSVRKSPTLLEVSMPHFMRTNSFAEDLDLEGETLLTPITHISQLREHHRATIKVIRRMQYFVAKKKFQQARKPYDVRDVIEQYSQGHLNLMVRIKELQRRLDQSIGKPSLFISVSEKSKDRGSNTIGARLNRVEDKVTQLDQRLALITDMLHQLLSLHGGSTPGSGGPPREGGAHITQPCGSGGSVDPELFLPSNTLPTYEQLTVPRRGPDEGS
GSK3beta inhib: inhibitors of human GSK3beta kinase. P49841. GST-GSK3beta kinase, ADP-Glo luminescence, 60 min; stronger effect = lower value. activity score (negative = inhibition), % at 10 µM. 300,000 tested, 0.038% active. AID 2097;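 active = more than half of replicate wells score below -50%, meaning over 50% inhibition versus plate controls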;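 note: 0% = median DMSO wells and -100% = median GW8510 positive control wells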
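Assay system: GST-tagged human GSK3beta kinase, cell-free; Input: 1.6 ng GSK3beta; Medium: Tris/MgCl2 kinase buffer; Timing: 60 min enzyme reaction, room temperature; Signal: ADP-Glo luminescence quantifying ADP generated by kinase; Evaluation: score relative to plate controls; Benchmarks: DMSO neutral wells and GW8510 at 20 µM as positive.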
RGS4 act: potentiators or activators of RGS4; HEK293 M3R/inducible RGS4, carbachol calcium flux Fluo4; stronger effect = lower value; B-score at 10 µM; 310,000 tested, 0.92% active; AID 463111;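 active = B-score of the integrated calcium signal more than 4 SD below the library mean, with starting fluorescence not abnormally high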;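 note: negative B-score means reduced calcium response which marks RGS4 activation or potentiation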
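Test system: HEK293 cells with stable M3R and inducible RGS4; also added: carbachol at ECmax as muscarinic agonist stimulus; schedule: dye loading 30 min 37 °C, buffer rest 30 min RT; technique: kinetic calcium fluorescence imaging with Fluo4-AM dye, 2 µM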
KCNK3 inh: human KCNK3 channel inhibition, primary screen; CHO-KCNK3 thallium flux, FluxOR fluorescence; stronger effect = lower value; B-score at 10 µM; 340,000 tested, 0.84% active; AID 602410;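 active = B-score under library mean minus 4 SD, starting fluorescence ratio at most library mean plus 5 SD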;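 note: more negative B-score means stronger inhibition of thallium flux through KCNK3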
Target sequence (O14649 whole entry, looked up): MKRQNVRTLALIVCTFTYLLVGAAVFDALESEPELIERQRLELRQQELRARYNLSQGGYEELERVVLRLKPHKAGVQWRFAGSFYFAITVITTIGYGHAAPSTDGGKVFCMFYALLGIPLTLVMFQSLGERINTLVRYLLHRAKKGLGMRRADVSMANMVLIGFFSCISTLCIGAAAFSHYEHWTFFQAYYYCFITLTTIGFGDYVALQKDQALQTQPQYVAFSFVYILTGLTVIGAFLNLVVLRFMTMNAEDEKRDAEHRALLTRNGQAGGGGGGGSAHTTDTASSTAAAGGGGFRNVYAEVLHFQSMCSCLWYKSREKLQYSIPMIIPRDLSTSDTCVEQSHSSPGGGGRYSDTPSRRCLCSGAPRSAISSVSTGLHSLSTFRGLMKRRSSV
hERG protect: shields human hERG channel from block by proarrhythmic agents; 310,000 tested, 0.51% active; CHO-hERG, FluxOR thallium flux, dofetilide IC70 present; Q12809; AID 1511; activation (rescue from dofetilide block), less the hit threshold, % at 10 µM;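 active = activation above the mean of controls blocked by dofetilide plus 5 SD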;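 note: thallium influx through hERG after potassium depolarization seen as dye fluorescence rise; in these data hits start at about 4.7%; inactives centre near -7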
RGS4 block: human RGS4 inhibition; P49798; HEK293 M3R/RGS4 inducible, Fluo-4 calcium flux; stronger effect = higher value; triggered by carbachol at its EC20; B-score at 10 µM; 310,000 tested, 0.45% active;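 active = B-score, a plate-corrected calcium signal, over three deviations above library mean, with baseline fluorescence within five deviations of library mean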;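 note: RGS4 expression induced by doxycycline in cells with stable M3 receptor; B-score is computed from the integrated fluorescence ratio over baseline after carbachol; higher B-score means a larger calcium signal and so more RGS4 inhibition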
Dyrk1A ADPGlo: Dyrk1A (rat) kinase inhibition | Q63470 | ADP-Glo luminescence, NFATc1 peptide | inhibition, % at 12.5 µM | 310,000 tested, 0.43% active | AID 504441; in the data active = inhibition above about 50%;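 note: plate controls were vehicle with enzyme for no effect and no enzyme for full effect; many of its hits are not listed in these tables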
GSK3A inh: human GSK-3 alpha kinase inhibition; 320,000 tested, 0.1% active; inhibition, % at 10 µM; P49840; ADP-Glo luminescence, 60 min;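 in the data active = inhibition above about 50%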;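 note: GST-tagged GSK-3 alpha with peptide substrate and 25 µM ATP; 0% = DMSO neutral wells and 100% = GW8510 positive control wells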
KCNQ1 pot: potentiates or activates the human KCNQ1 potassium channel; CHO-K1 KCNQ1, thallium flux FluxOR fluorescence; stronger effect = higher value; B-score at 10 µM; 310,000 tested, 0.35% active;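 active = fluorescence ratio B-score, a plate-corrected score, at least three library SD, with initial intensity B-score within 5 SD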
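Schedule – 37 °C overnight plating, 90-min dark dye load, 20-min compound pretreatment · System – stable KCNQ1 CHO-K1 line · Probe or stimulus – thallium- and potassium-containing depolarizing buffer · Measured by – kinetic FluxOR fluorescence, 10 s baseline plus 110 s post-stimulus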
PolyA inhibitor: yeast polyadenylation inhibition; calls only at 12 µM; AID 1875; 300,000 tested, 0.02% active; S. cerevisiae SKY197-pL101 polyadenylation reporter, beta-gal luminescence; efflux-impaired pdr1/pdr3 knockout yeast; score 100 = 6 SD above DMSO;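 active = lowest replicate activity score at least 50, where 100 means six control SD above control mean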;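 note: yeast exposed to compound for 9 h at 30 °C; higher score means more reporter readthrough which indicates perturbed polyadenylation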
KCNK9 inh: inhibitors of human KCNK9 two-pore domain potassium channel; HEK293 KCNK9, FluxOR thallium flux fluorescence; stronger effect = lower value; B-score at 10 µM; 310,000 tested, 1.2% active;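 active = ratio B-score over 3 SD below the library mean, with starting fluorescence within 5 SD of its mean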;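 note: negative B-score means less thallium flux so channel inhibition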
Active calls of the source: *; i = inactive; x = not tested or not shown. A portion of the library, so the mix of outcomes need not match the whole.

SMILES	KCNQ1 block	GSK3beta inhib	RGS4 act	KCNK3 inh	hERG protect	RGS4 block	Dyrk1A ADPGlo	GSK3A inh	KCNQ1 pot	PolyA inhibitor	KCNK9 inh
CC(C)C(NC(=O)c1c(F)cccc1F)C(=O)NCCc1ccc(S(N)(=O)=O)cc1 (stereo not drawn)	i	2	i	i	-8	i	2	0	i	i	i
NS(=O)(=O)c1ccc(CCNC(=O)CCCn2c(=O)[nH]c3ccc(Br)cc3c2=O)cc1	i	2	i	i	-9	i	-1	1	i	x	i
CCOc1ccc(CC(=O)N2CCN(c3ccc(N4CCOCC4)nn3)CC2)cc1OCC	i	-1	i	i	-11	i	-2	-1	i	i	i
CSCCC(NC(=O)c1ccc(Cl)cc1)C(=O)OCC(=O)N1CCCC1=O (stereo not drawn)	i	x	i	i	-7	i	1	-2	i	i	i
COc1cccc(N2CCN(Cc3nc(N)nc(Nc4ccccc4OC)n3)CC2)c1	i	-4	i	i	-11	i	-1	-2	i	i	i
C/C=C/C(=O)OCC(=O)Nc1cccc(Br)c1	i	-20	i	i	0	i	x	-2	i	i	i
COc1ccc(-c2nc3ccc(C(=O)NCC(OC)OC)cc3nc2-c2ccc(OC)c(OC)c2)cc1OC	i	-1	i	i	1	i	-5	0	i	i	i
CCc1ccc(OCC2c3cc(OC)c(OC)cc3CCN2C(=S)NC)cc1 (stereo not drawn)	i	1	i	i	-20	i	x	7	i	i	i
COc1ccc(-c2nc3ncnn3cc2C)cc1F	i	-1	i	i	-6	i	x	-4	i	i	i
Cc1cc(/C=C2/SC(=O)N(CC(=O)N3CCOCC3)C2=O)c(C)n1-c1ccccc1F	i	-6	i	i	-5	i	x	0	i	i	i
Cc1nc2cc(NC(=O)c3ccc(Cl)cc3)ccc2n1C	i	1	i	i	-5	i	-2	7	i	i	i
CCn1cc(/C=N/NC(=O)c2ccc(C#N)cc2F)c2ccccc21	i	-3	i	i	-7	i	10	-1	i	i	i
COc1cc2c(cc1NC(=O)CN1C(=O)NC3(CCc4ccccc43)C1=O)oc1ccccc12 (stereo not drawn)	i	1	i	i	-12	i	-8	-1	i	i	i
COc1cccc(C(=O)Oc2ccc(N3C(=O)CCC3=O)c(C)c2)c1	i	-1	i	i	-11	i	12	4	i	i	i
Cc1cc(-c2nnc(SCC(=O)Nc3ccc(Br)cc3F)n2N)n[nH]1	i	2	i	i	-6	i	1	-2	i	i	i
CCOC(=O)c1cc2sccc2n1CC(=O)C(C)(C)C	i	2	i	i	-13	i	1	0	i	i	i
Cc1ccc(NC(=S)N(CCN(C)C)C(C)c2ccco2)cc1C (stereo not drawn)	i	-6	i	i	-6	i	-4	-3	i	i	i
CC1(C)CC2CC(C)(CN2C(=O)COC(=O)CNC(=O)c2ccc(Cl)c(Cl)c2)C1 (stereo not drawn)	i	2	i	i	-12	i	4	-5	i	i	i
COc1cccc(CN2CC(C(=O)N3CCCC3)CCC2=O)c1 (stereo not drawn)	i	-1	i	i	-3	i	7	-2	i	i	i
Cc1cccc(NC(=O)C2CCN(C(=O)c3ccc(Cl)cc3)CC2)n1	i	3	i	i	-13	i	x	1	i	i	i

Part of the list above, limited to GSK3A inh and GSK3beta inhib:
molecule	GSK3A inh	GSK3beta inhib
Cc1cccc(NC(=O)C2CCN(C(=O)c3ccc(Cl)cc3)CC2)n1	1	3
CC1(C)CC2CC(C)(CN2C(=O)COC(=O)CNC(=O)c2ccc(Cl)c(Cl)c2)C1 (stereo not drawn)	-5	2

Remaining list, next part
SMILES	KCNQ1 block	GSK3beta inhib	RGS4 act	KCNK3 inh	hERG protect	RGS4 block	Dyrk1A ADPGlo	GSK3A inh	KCNQ1 pot	PolyA inhibitor	KCNK9 inh
CC(=O)c1c(C)[nH]c(C(=O)COC(=O)CCSc2ccccc2)c1C	i	2	i	i	-10	i	-3	0	i	i	i
Cc1ccc(C2(C(F)(F)F)N=C3Sc4cc(C)ccc4N3C(=O)N2)cc1 (stereo not drawn)	i	-4	i	x	-14	i	x	-1	i	x	i
COc1cc(OC)c2ccc(=O)oc2c1C(CCN1CCCC1)c1ccc2c(c1)OCO2 (stereo not drawn)	i	0	i	i	-8	i	5	2	i	i	i
Cc1ccc(O)c(/C=N/NC(=O)COc2ccc3c(C)cc(=O)oc3c2)c1	i	2	i	i	-11	i	1	2	i	i	i
OC(CN1CCN(c2ncc(C(F)(F)F)cc2Cl)CC1)c1ccccc1 (stereo not drawn)	i	1	i	i	-6	i	-2	-4	i	i	i
O=C(O)Cn1nc(-c2ccc(F)cc2)oc1=O	i	1	i	i	-6	i	1	-3	i	i	i
Cc1nnc2ccc(-c3cccc(NS(=O)(=O)c4ccccc4Cl)c3)nn12	i	0	i	i	-12	i	12	-1	i	x	i
CC(C)c1ccc(N(C(=O)c2cc3ccccc3oc2=O)C2C=CS(=O)(=O)C2)cc1 (stereo not drawn)	i	0	i	i	-7	i	-5	11	i	i	i
Cc1[nH]n(S(=O)(=O)Cc2ccccc2)c(=O)c1N=Nc1ccccc1Cl	i	-2	i	i	-10	i	-4	1	i	i	i
CCOc1ccc(NS(=O)(=O)c2ccc(NC(=O)C3CCCO3)cc2)cc1 (stereo not drawn)	i	2	i	i	-10	i	0	x	i	i	i
Cc1nc(Nc2ccccc2)sc1C	i	0	i	i	0	i	-1	-2	i	i	i
O=C(CSc1nnc(CNC(=O)c2c(F)cccc2Cl)o1)NCCc1ccccc1	i	x	i	i	-8	i	-2	-4	i	i	i
Cc1cc(SCc2ccc(Br)cc2)nc(=O)[nH]1	i	0	i	i	-6	i	0	2	i	i	i
CCN(CC)C(=O)C(Sc1nnnn1-c1ccc(O)cc1)c1ccccc1 (stereo not drawn)	i	-3	i	i	-9	i	-5	-5	i	i	i
CCCOc1ccc(C2NC(=O)NC2=O)cc1 (stereo not drawn)	i	3	i	i	-1	i	-13	-2	i	i	i
COc1ccc(CCNC(=O)CCOc2cc(C)ccc2C)cc1OC	i	1	i	i	-10	i	0	x	i	i	i
COc1ccc(NC(=O)COc2ccc(/C=N/n3c(C)nnc3C)cc2OC)cc1	i	5	i	i	-2	i	12	0	i	i	i
O=c1cnnc(N/N=C/c2ccc3c(c2)OCO3)[nH]1	i	-4	i	i	-12	i	7	-1	i	i	i
Cc1cccc(NC(=O)CO/N=C/c2ccc3c(c2)OCO3)c1	i	4	i	i	-4	i	-2	-2	i	i	i
Cc1cccc2cc(CN(Cc3cccnc3)C(=O)c3ccccc3F)c(Cl)nc12	i	2	i	i	-8	i	x	-7	i	i	i
CCn1c(SCC(=O)Nc2ccc(NC(=O)c3cccs3)cc2)nnc1-c1cccnc1	i	0	i	i	-7	i	-5	3	i	i	i
O=C(CN1C(=O)COc2ccccc21)c1ccc(Cl)cc1	i	6	i	i	-8	i	5	-1	i	i	i
COc1cccc(CNC(=O)CCN2C(=S)NC(C)(C)CC2C)c1 (stereo not drawn)	i	0	i	i	-7	i	8	2	i	i	i
CCOc1cc(/C=C2\SC(=NC)N(C)C2=O)c(Br)cc1OC(C)=O	i	7	i	i	-11	i	x	0	i	i	i
C=C1C(C(=O)Nc2ccccc2)C1C(=O)Nc1ccccc1 (stereo not drawn)	i	-7	i	i	-10	i	-3	-2	i	i	i
COc1ccc(CCN2CC(C(=O)NCc3ccc(F)cc3)CC2=O)cc1OC (stereo not drawn)	i	1	i	i	-11	i	-1	-1	i	i	i
C/C(=N\NC(=O)Cn1cnc2ccccc21)c1cccs1	i	2	i	i	-7	i	-4	0	i	i	i
COc1ccc(C)cc1NC(=O)C(=O)N1CCCC1	i	1	i	i	-8	i	-4	-1	i	i	i
COc1ccc2c(c1)sc(=NC(=O)CS(=O)(=O)c1ccc(F)cc1)n2C	i	3	i	i	-16	i	32	-3	i	i	i
Cc1cccc(C(=O)c2c[nH]cc2-c2ccccc2)c1	i	2	i	i	-5	i	-3	-1	i	i	i
CCCCC(=O)N1CC(=O)Nc2ccc(F)cc2C1c1ccc(F)cc1 (stereo not drawn)	i	-2	i	i	-7	i	-1	2	i	i	i
CNC(=O)CSc1nnnn1-c1ccc2c(c1)OCCO2	i	0	i	i	-4	i	39	2	i	i	i
O=C(CS(=O)(=O)c1c[nH]c2ccccc12)N1CCc2ccccc21	i	-1	i	i	-12	i	11	2	i	i	i
Cc1noc(C)c1C(=O)OCC(=O)c1c[nH]c2ccccc12	i	3	i	i	-14	i	2	x	i	i	i
O=C(NCc1ccc(Cl)cc1)C(=O)NCC1OCCN1S(=O)(=O)c1cccs1 (stereo not drawn)	i	-1	i	i	-7	i	0	-1	i	i	i
Cc1ccc(S(=O)(=O)NC(=O)NC(C)c2ccc(F)cc2)cc1 (stereo not drawn)	i	2	i	i	-2	i	-6	-4	i	i	i
CN1CCCC(OC(=O)CCCCC(=O)OC2CCCN(C)C2)C1 (stereo not drawn)	i	0	i	i	2	i	7	8	i	i	i
COc1cc(OC)cc(C(=O)N2CCC(N3CCN(c4ccccc4)CC3)CC2)c1	i	-1	i	i	1	i	3	-3	i	i	i
CC(=O)Nc1ccc(NC(=O)CC(c2ccccc2)c2ccccc2)cc1	i	1	i	i	1	i	3	x	i	i	i
O=C(CN1C2CCCC1CC(NC(=O)c1ccccc1)C2)Nc1ccccc1 (stereo not drawn)	i	-2	i	i	-3	i	8	7	i	i	i
COc1cc(OC)c(N(C)S(=O)(=O)c2cccc(C(=O)OCc3c(C)noc3C)c2)cc1Cl	i	-6	i	i	-14	i	0	-6	i	i	i
COc1cc(CNCCc2ccccc2)ccc1OCC(N)=O	i	-3	i	i	-7	i	1	-1	i	i	i
CC(C)(C)c1ccc(C(=O)n2cnc3ccccc32)cc1	i	1	i	i	-8	i	x	2	i	i	i
COc1cccc2cc(C(=O)N3CCCc4ccccc43)oc12	i	-2	i	i	-9	i	3	-3	i	i	i
O=C(C1CCN(S(=O)(=O)N2CCOCC2)CC1)N1CCOCC1	i	0	i	i	-7	i	0	-4	i	i	i
CN(C)C(CN1C(=O)C2CC=CCC2C1=O)c1cn(C)c2ccccc12 (stereo not drawn)	i	1	i	i	-7	i	1	-3	i	i	i
